IDH1 mut inh – inhibitors of IDH1 R132H reductase, primary screen, biochemical, plate reader, single point. Isocitrate dehydrogenase [NADP] cytoplasmic (Homo sapiens), O75874. diaphorase/resazurin fluorescence, 60 min. inhibition, % at 10 µM. 0.18% of 70,000 active; in the data active = inhibition above about 34%;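 also: 0% = DMSO and 100% = no enzyme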
Target sequence (O75874 whole entry R132H): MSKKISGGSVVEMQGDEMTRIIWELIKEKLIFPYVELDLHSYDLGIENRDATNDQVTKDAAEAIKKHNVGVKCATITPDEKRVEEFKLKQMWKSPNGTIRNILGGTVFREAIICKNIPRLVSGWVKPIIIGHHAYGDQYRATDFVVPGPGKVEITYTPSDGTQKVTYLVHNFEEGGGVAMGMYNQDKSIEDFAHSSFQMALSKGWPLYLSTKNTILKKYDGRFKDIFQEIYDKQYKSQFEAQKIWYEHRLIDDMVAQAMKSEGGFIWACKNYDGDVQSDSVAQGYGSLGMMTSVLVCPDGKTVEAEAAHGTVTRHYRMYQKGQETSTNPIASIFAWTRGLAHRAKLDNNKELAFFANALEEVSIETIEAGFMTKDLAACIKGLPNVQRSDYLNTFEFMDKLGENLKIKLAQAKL
PRC2 inh – EZH2/PRC2 methyltransferase inhibitors, primary screen, biochemical, DELFIA time-resolved fluorescence, single point | PRC2 H3K27 methylation, DELFIA TRF, 1 h | inhibition, % at 12.5 µM | 0.35% of 57,000 active;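 active = mean inhibition of replicates at least 50% and every single replicate also reaching 50%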;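 also: dimethyl H3K27 on biotinylated H3 21-44 peptide detected by antibody; plate controls were median neutral control wells for no effect and median positive control wells for full effect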
* marks the source's active call; other numbers are inactive results; . = not tested or not shown.

A first look, three compounds:
molecule	IDH1 mut inh	PRC2 inh
COC(=O)N(C)C[C@H]1OCc2cn(nn2)CCCC(=O)N([C@@H](C)CO)C[C@H]1C	-2.1	0.9
c1ccc(Cn2c3ccccc3n3c(SCc4nc5ccccc5[nH]4)nnc23)cc1	0.1	-2.2
C[C@H]1CN([C@@H](C)CO)C(=O)c2cc(NS(=O)(=O)c3cccs3)ccc2O[C@H]1CN(C)C(=O)Nc1ccc(F)cc1	0.0	.

The list itself (from the top)
molecule	IDH1 mut inh	PRC2 inh
COC(=O)N(C)C[C@H]1OCc2cn(nn2)CCCC(=O)N([C@@H](C)CO)C[C@H]1C	-2.1	0.9
c1ccc(Cn2c3ccccc3n3c(SCc4nc5ccccc5[nH]4)nnc23)cc1	0.1	-2.2
C[C@H]1CN([C@@H](C)CO)C(=O)c2cc(NS(=O)(=O)c3cccs3)ccc2O[C@H]1CN(C)C(=O)Nc1ccc(F)cc1	0.0	.
COCC#Cc1cnc2c(c1)C(=O)N([C@@H](C)CO)C[C@H](C)[C@@H](CN(C)C(=O)Nc1ccccc1F)O2	0.4	.
COCCNC(=O)C[C@@H]1C[C@@H]2c3cc(NC(=O)c4ccc5c(c4)OCO5)ccc3O[C@@H]2[C@H](CO)O1	-0.5	17.0
Cc1cc(O)c2c(c1)C(=O)c1cc(OC3OC(COC(=O)CC(=O)O)C(O)C(O)C3O)cc(O)c1C2=O (centres undefined)	-1.5	1.1
C[C@@H]1CN([C@@H](C)CO)C(=O)c2cc(-c3ccc(F)cc3)cnc2O[C@H]1CN(C)S(C)(=O)=O	-4.0	-8.6
CO[C@@H]1CN(C)C(=O)c2ccc(NS(C)(=O)=O)cc2OC[C@@H](C)N(CC2CCCCC2)C[C@H]1C	0.1	-9.4
C[C@@H]1CN([C@@H](C)CO)C(=O)c2cccc(NC(=O)NC3CCCCC3)c2O[C@@H]1CN(C)S(=O)(=O)c1cn(C)cn1	-1.4	.
C[C@@H]1CN([C@@H](C)CO)C(=O)Cc2cc(NC(=O)Cc3ccccc3)ccc2O[C@@H]1CN(C)S(=O)(=O)c1ccc(F)cc1	.	-8.0
C[C@H]1CN([C@@H](C)CO)C(=O)c2cccc(NC(=O)c3nc4ccccc4s3)c2O[C@H]1CN(C)Cc1ccc(C(F)(F)F)cc1	0.4	.
CC(C)NC(=O)Nc1ccc2c(c1)C(=O)N([C@@H](C)CO)C[C@@H](C)[C@@H](CN(C)S(=O)(=O)c1cn(C)cn1)OCCCC[C@H](C)O2	2.6	.
C[C@@H]1CN([C@@H](C)CO)C(=O)c2cccc(NC(=O)c3ccc(-c4nccs4)cc3)c2O[C@H]1CN(C)Cc1ccc(C(F)(F)F)cc1	2.9	.
O=C(O)CCSc1nc(-c2ccccc2)c(-c2ccccc2)[nH]1	0.0	-2.6
Cc1ccc(S(=O)(=O)N(C)C[C@H]2Oc3c(NC(=O)c4ccc(-c5nccs5)cc4)cccc3C(=O)N([C@H](C)CO)C[C@@H]2C)cc1	-0.5	.

Next part:
molecule	IDH1 mut inh	PRC2 inh
O=S(=O)(Nc1ccccn1)c1cccc(S(=O)(=O)c2ccc(Br)cc2)c1	0.0	-11.4
C[C@H]1CN([C@@H](C)CO)C(=O)c2cccc(NC(=O)CCCCCC(=O)Nc3ccccc3N)c2O[C@@H]1CN(C)S(=O)(=O)c1ccc(F)cc1	0.1	-9.3
CO[C@@H]1CN(C)C(=O)c2ccc(NC(=O)c3cc(C)on3)cc2OC[C@@H](C)N(C(C)=O)C[C@@H]1C	0.3	-3.5
C[C@H]1CN([C@@H](C)CO)C(=O)c2cccc(NC(=O)Nc3ccc(F)cc3)c2O[C@@H]1CN(C)C	1.4	.
CCC(Sc1nnc(C)s1)C(=O)Nc1ccc(Cl)cc1 (centres undefined)	0.2	8.6
CC(C)NC(=O)N(C)C[C@H]1OCCCC[C@@H](C)Oc2ccc(NC(=O)c3ccccc3)cc2C(=O)N([C@@H](C)CO)C[C@H]1C	2.7	-12.7
CCCC(=O)Nc1ccc2c(c1)C(=O)N(C)C[C@@H](OC)[C@H](C)CN(Cc1ccc(F)cc1)[C@@H](C)CO2	-0.1	10.5
COc1cccc(S(=O)(=O)Nc2ccc3c(c2)OC[C@H](C)N(Cc2ccccc2F)C[C@H](C)[C@H](OC)CN(C)C3=O)c1	-0.1	5.3
C[C@H]1CN([C@@H](C)CO)C(=O)c2cc(-c3ccncc3)cnc2O[C@@H]1CN(C)C(=O)C1CC1	.	1.2
COCC#Cc1cnc2c(c1)C(=O)N([C@H](C)CO)C[C@H](C)[C@H](CN(C)C(=O)c1ccc(F)cc1)O2	.	4.5
C[C@@H]1CN([C@H](C)CO)C(=O)c2cccc(NC(=O)C3CC3)c2O[C@@H]1CN(C)Cc1ccccc1	2.5	.
O=C(C[C@H]1C=C[C@@H](NC(=O)NC2CCCCC2)[C@H](CO)O1)NCc1ccccc1	0.5	-2.9
COc1ccc(S(=O)(=O)N(C)C[C@H]2Oc3c(NC(=O)c4cnccn4)cccc3C(=O)N([C@H](C)CO)C[C@H]2C)cc1	3.0	.
Cc1noc(C)c1NC(=O)Nc1cccc2c1O[C@@H](CN(C)C(=O)Nc1c(C)noc1C)[C@@H](C)CN([C@@H](C)CO)C2=O	2.7	.
CNC[C@@H]1Oc2ccc(NC(=O)NC3CCCCC3)cc2C(=O)N([C@H](C)CO)C[C@H]1C	2.0	3.5

Next entries follow.
molecule	IDH1 mut inh	PRC2 inh
COc1ccccc1CNC(=O)C[C@H]1C=C[C@@H](NC(=O)CC2CC2)[C@@H](CO)O1	-0.3	13.3
O=C(C[C@@H]1C[C@H]2c3cc(NC(=O)Nc4ccccc4F)ccc3O[C@H]2[C@@H](CO)O1)NCC1CC1	-0.1	-16.8
Cc1cccc(N(CC(=O)Nc2ccc(I)cc2C)S(C)(=O)=O)c1	-0.3	6.4
Cc1ccc(S(=O)(=O)Nc2ccc3c(c2)CC(=O)N([C@@H](C)CO)C[C@@H](C)[C@@H](CN(C)C(=O)NC(C)C)O3)cc1	.	-4.4
C[C@H](CO)N1C[C@H](C)[C@@H](CN(C)S(=O)(=O)c2cccs2)Oc2ccc(NC(=O)Nc3cccc4ccccc34)cc2CC1=O	0.7	.
O=C(Nc1ccc2c(c1)[C@H]1C[C@H](CC(=O)N3CCOCC3)O[C@@H](CO)[C@H]1O2)c1cccnc1	-0.1	-7.8
COc1ccc(CN(C)C[C@H]2Oc3c(NC(=O)Nc4ccc(F)cc4)cccc3C(=O)N([C@@H](C)CO)C[C@H]2C)cc1	-0.8	-9.4
CC(C)NC(=O)N(C)C[C@H]1Oc2ccc(NC(=O)CCCN(C)C)cc2C(=O)N([C@@H](C)CO)C[C@H]1C	0.1	.
C[C@H]1CN([C@@H](C)CO)S(=O)(=O)c2ccc(C#Cc3ccccc3F)cc2O[C@H]1CN(C)CC1CCOCC1	-1.3	9.9
COc1cc([N+](=O)[O-])ccc1NC(=O)CSc1nc(C)cc(-c2ccc(Cl)cc2)n1	0.2	-6.1
COc1ccc(OC)c(NC(=O)CN2CCC(C(N)=O)(N3CCCCC3)CC2)c1	-0.1	-4.9
COc1cccc(-c2ccc3c(c2)O[C@@H](CN(C)C(=O)C2CC2)[C@H](C)CN([C@H](C)CO)S3(=O)=O)c1	.	5.4
Cc1cccc(S(=O)(=O)N(C)C[C@H]2OCc3cnnn3CCCC(=O)N([C@@H](C)CO)C[C@@H]2C)c1	-0.9	-0.4
O=C(CCCCCCC(=O)Nc1ccccc1O)N/N=C/c1ccc2c(c1)OCCO2	.	7.8
C[C@H](CO)N1C[C@H](C)[C@H](CN(C)S(=O)(=O)c2cccs2)OCc2ccccc2-c2ccccc2C1=O	-1.2	1.0

Four records picked at random from those above:
molecule	IDH1 mut inh	PRC2 inh
C[C@H](CO)N1C[C@H](C)[C@@H](CN(C)S(=O)(=O)c2cccs2)Oc2ccc(NC(=O)Nc3cccc4ccccc34)cc2CC1=O	0.7	.
Cc1ccc(S(=O)(=O)Nc2ccc3c(c2)CC(=O)N([C@@H](C)CO)C[C@@H](C)[C@@H](CN(C)C(=O)NC(C)C)O3)cc1	.	-4.4
Cc1cccc(S(=O)(=O)N(C)C[C@H]2OCc3cnnn3CCCC(=O)N([C@@H](C)CO)C[C@@H]2C)c1	-0.9	-0.4
O=C(C[C@@H]1C[C@H]2c3cc(NC(=O)Nc4ccccc4F)ccc3O[C@H]2[C@@H](CO)O1)NCC1CC1	-0.1	-16.8

Next compounds
molecule	IDH1 mut inh	PRC2 inh
C[C@@H]1CN([C@@H](C)CO)C(=O)Cc2cc(NC(=O)Nc3ccc(F)cc3)ccc2O[C@H]1CN(C)Cc1ccc(Oc2ccccc2)cc1	0.5	.
COCC(=O)Nc1ccc2c(c1)[C@H]1C[C@@H](CC(=O)NCCc3ccccc3)O[C@@H](CO)[C@H]1O2	-1.0	-44.3
CCS(=O)(=O)Nc1ccc2c(c1)C(=O)N(C)C[C@H](OC)[C@H](C)CN[C@H](C)CO2	0.4	-3.2
C/C(=C\Cc1c(O)cc2oc(C)cc(=O)c2c1O)CO[C@@H]1O[C@H](CO)[C@@H](O)[C@H](O)[C@H]1O	0.9	.
C[C@H]1CN([C@@H](C)CO)C(=O)c2cccc(NS(=O)(=O)c3cn(C)cn3)c2O[C@@H]1CN(C)Cc1ccc(-c2ccccc2)cc1	0.0	5.0
C[C@@H]1CN([C@H](C)CO)S(=O)(=O)c2ccc(-c3ccc(C(=O)N(C)C)cc3)cc2O[C@@H]1CN(C)C(=O)Cc1ccccn1	5.8	.
Cc1noc(C)c1NC(=O)Nc1ccc2c(c1)CC(=O)N([C@H](C)CO)C[C@@H](C)[C@H](CN(C)Cc1ccc(Cl)c(Cl)c1)O2	3.8	-7.5
COc1cccc(C#Cc2cnc3c(c2)C(=O)N([C@@H](C)CO)C[C@@H](C)[C@H](CN(C)C(=O)C2CCOCC2)O3)c1	-8.0	-10.4
C[C@H](CO)N1C[C@H](C)[C@H](CN(C)C(=O)Nc2ccc3c(c2)OCO3)Oc2ccc(NC(=O)Nc3cccc4ccccc34)cc2C1=O	-0.7	.
CO[C@H](CN(C)Cc1cc(F)ccc1F)[C@H](C)CN([C@H](C)CO)S(=O)(=O)c1ccc(F)cc1	-0.4	12.9
O=C(C[C@H]1C[C@@H]2c3cc(NC(=O)C4CCOCC4)ccc3O[C@@H]2[C@H](CO)O1)NCc1ccc(Oc2ccccc2)cc1	0.5	-0.9
C[C@H](CO)N1C[C@H](C)[C@H](CN(C)C)Oc2c(NC(=O)c3ccc(-c4nccs4)cc3)cccc2C1=O	0.5	.
COc1ccc(NC(=O)CSc2nc3sc4c(c3c(=O)n2-c2ccccc2)CCC4)c([N+](=O)[O-])c1	0.0	-1.8
C[C@H]1CN([C@@H](C)CO)C(=O)c2c(c3ccccc3n2C)-c2ccccc2CO[C@@H]1CN(C)C(=O)Nc1cccc(F)c1	.	-25.3
C=CCN1Cc2ccccc2C[C@@]2(COC(c3ccc(OCCCO)cc3)=N2)C1=O	-0.6	8.3

Further records.
molecule	IDH1 mut inh	PRC2 inh
O=C(CSc1n[nH]c(-c2ccc(Cl)cc2Cl)n1)Nc1cccc(C(F)(F)F)c1	-0.1	29.1
CO[C@@H]1CN(C)C(=O)c2cc(NC(=O)NC(C)C)ccc2OC[C@@H](C)N(CCC(F)(F)F)C[C@H]1C	.	-14.5
C[C@@H]1CN([C@H](C)CO)C(=O)Cc2cc(NC(=O)CCN3CCOCC3)ccc2O[C@H]1CN(C)C(=O)Nc1ccc2c(c1)OCO2	-0.3	.
COc1ccc(S(=O)(=O)Nc2cccc3c2O[C@@H](CN(C)CC2CC2)[C@H](C)CN([C@@H](C)CO)C3=O)cc1	-0.5	.
Cc1ccccc1-c1cnc2c(c1)C(=O)N([C@@H](C)CO)C[C@@H](C)[C@H](CN(C)C(=O)c1ccncc1)O2	-0.5	.
Cc1cc(C)nc(SCCC(=O)N2CCOCC2)n1	0.7	-22.8
C[C@H](O)C#Cc1cnc2c(c1)C(=O)N([C@@H](C)CO)C[C@@H](C)[C@@H](CN(C)Cc1cccc(C(=O)O)c1)O2	-2.2	4.2
CCC(=O)N(C)C[C@H]1Oc2cc(-c3ccccc3F)ccc2S(=O)(=O)N([C@@H](C)CO)C[C@@H]1C	-0.5	14.7
CCOC(=O)c1cnc(Nc2nc3ccccc3o2)nc1CSc1nnc(C)s1	0.4	.
CCCOc1ccc2oc(=O)c3c(c2c1)CCCN3C(=O)CN(C)c1ccc(C)cc1	1.4	-15.0
CN(C)CC(=O)Nc1ccc2c(c1)[C@@H]1C[C@@H](CC(=O)NCC3CC3)O[C@H](CO)[C@@H]1O2	0.0	-2.4
CO[C@H]1CN(C)C(=O)c2cccc(C#N)c2OC[C@H]2O[C@@H](CC[C@@H]2OC)CCN(C)C(=O)[C@H]1C	-0.1	14.1
C[C@@H]1CN([C@H](C)CO)C(=O)c2cc(/C=C/c3ccccc3)cnc2O[C@@H]1CN(C)Cc1ccccc1F	2.6	.
O=C(C[C@H]1CC[C@@H](NC(=O)CC2CC2)[C@H](CO)O1)NCc1ccc(-c2ccccc2)cc1	2.1	-4.2
CC(C)NC(=O)Nc1ccc2c(c1)C(=O)N([C@H](C)CO)C[C@H](C)[C@H](CN(C)C(=O)NC(C)C)O2	-0.2	0.6

Continuation:
molecule	IDH1 mut inh	PRC2 inh
COc1ccc(S(=O)(=O)N(C)C[C@H]2OCCCC[C@H](C)Oc3ccc(N(C)C)cc3C(=O)N([C@@H](C)CO)C[C@H]2C)cc1	.	15.0
Cc1cccc(S(=O)(=O)N[C@@H]2CC[C@@H](CCNC(=O)c3cnccn3)O[C@@H]2CO)c1	-0.3	-1.5
CCn1c(SCC(=O)c2cccc([N+](=O)[O-])c2)nnc1-c1ccc(Cl)cc1	0.1	-5.3
O=C(Cc1ccccn1)N[C@H]1CC[C@@H](CC(=O)N2CCCCC2)O[C@H]1CO	0.2	-3.2

A portion of the library, so the mix of outcomes need not match the whole.
